Screening results deposited in PubChem BioAssay by National Center for Advancing Translational Sciences (NCATS).
DRD3 agonist: qHTS of D3 Dopamine Receptor Agonist: qHTS; D3R DiscoveRx beta-arrestin cells, luminescence, 90 min; max activation, %; 410,000 tested, 0.58% active; in the data active means max activation above about 30%; further: 0% is about no effect; mostly tested at two doses, the higher about 12 µM
Target sequence (P35462 whole entry, looked up): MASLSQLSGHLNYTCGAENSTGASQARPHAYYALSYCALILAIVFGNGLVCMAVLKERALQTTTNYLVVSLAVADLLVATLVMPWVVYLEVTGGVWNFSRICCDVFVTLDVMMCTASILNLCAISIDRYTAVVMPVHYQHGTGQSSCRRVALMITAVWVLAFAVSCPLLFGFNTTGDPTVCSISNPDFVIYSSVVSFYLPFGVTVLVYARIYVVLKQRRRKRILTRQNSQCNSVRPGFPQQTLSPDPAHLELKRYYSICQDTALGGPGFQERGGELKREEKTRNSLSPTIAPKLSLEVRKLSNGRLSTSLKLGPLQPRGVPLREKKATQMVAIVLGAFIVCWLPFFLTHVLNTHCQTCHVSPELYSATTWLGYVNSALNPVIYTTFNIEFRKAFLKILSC
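Cells at 1500/well, incubated overnight, then treated with pinned compounds (dopamine as control) for 90 min at 37 degrees C. DiscoveRx reagent added for 30 - 60 minutes at room temperature; luminescence read.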
GLP-1R agonist: qHTS of GLP-1 Receptor Agonists. Glucagon-like peptide 1 receptor (Homo sapiens), P43220. HEK293 GLP-1R CRE-luciferase, luminescence, 4-6 h; cells express a hypersensitive GLP-1R form. Potency, µM (highest dose often 45.6 µM), without a hit: at the top dose activation, hits mostly activators. 380,000 tested, 0.007% active; further: potency means the concentration at half of the fitted maximal effect; % of control where 0% means no effect
PI5P4K alpha inh: qHTS for Inhibitors of phosphatidylinositol 5-phosphate 4-kinase (PI5P4K); PI5P4Kalpha enzyme, ADP-Glo luminescence, 60 min; hits give low values; max response, %; 330,000 tested, 1.2% active; AID 652105, 2013; active means max response of -50% or lower; inconclusive means between -30% and -50%; inactive means -30% or higher; further: value at the top dose of about 77 µM; on the % scale 0 is the no-effect control and ±100 the full control effect
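Single end-point luminescence (ADP-Glo) quantified ADP from PI5P4Kalpha turnover; ATP 5 microM final, 1 h at RT, 0.1% CHAPS and 0.28 mM EGTA in HEPES pH 7.4.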
DRD3 antagonist: qHTS of D3 Dopamine Receptor Antagonist: qHTS; D(3) dopamine receptor (Homo sapiens), P35462; D3R cells, DiscoveRx beta-arrestin luminescence, antagonist mode; hits give low values; max response, negative = inhibition, %; 360,000 tested, 2.5% active; AID 652054, 2013; in the data active means max response below about -50%; inconclusive means no clear call, values can overlap the other calls; further: on the % scale 0 is the no-effect control and ±100 the full control effect; mostly tested at two doses, the higher about 12 µM
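Cells expressing the human receptor were seeded at 1500 cells/well, incubated overnight at 37 degrees C in 5% CO2, then exposed to library compounds with dopamine controls for 90 minutes at 37 degrees C before luminescent detection.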
GLP-1R inv ag: qHTS of GLP-1 Receptor Inverse Agonists (Inhibition Mode); Glucagon-like peptide 1 receptor (Homo sapiens), P43220; HEK293 GLP-1R CRE-luciferase, luminescence, 24 h; GLP-1R form is constitutively active; Potency, µM (doses to about 38.3 µM), without a hit: at the top dose activity change, negative = inhibition, usual class: inhibitors; AID 624417, 2012; 410,000 tested, 1.6% active; further: potency means the concentration at half of the fitted maximal effect; on the % scale 0 is the no-effect control and ±100 the full control effect; nearly all actives have a fitted effect of over 55% in size
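Cells are plated, allowed 12 hours at 37 deg C, then treated with compounds for 24 hr before luciferase detection reagent is added and luminescence is read after 12 min at room temperature. The HEK293 line carries constitutively active GLP-1R with a cAMP-responsive reporter.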
IL-2 act: qHTS of IL-2 Activators. IL-2 activation reporter assay, cell-based qHTS; stimulated with anti-CD3/CD4/CD28 beads; in transgenic mouse T cells. activation, % (series mostly up to about 46 µM). 360,000 tested, 0.065% active; in the data active means activation above about 50%; inconclusive means mostly about 30% to 49%; further: 0% is about no effect
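Screening format: compound pinned onto unstimulated transgenic mouse T cells, 60 min incubation, then anti-CD3/anti-CD4/anti-CD28 bead stimulation for 18 hours at 37 degrees C, followed by EGFP and DsRed detection.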
WRN helicase inh: qHTS for Inhibitors of WRN Helicase; Bifunctional 3'-5' exonuclease/ATP-dependent helicase WRN (Homo sapiens), Q14191; WRN helicase unwinding, fluorescent forked duplex, kinetic; Potency, µM (top dose mostly 114 µM), for the others: at the top dose activity change, negative = inhibition, usual class: inhibitors; 360,000 tested, 0.46% active; further: potency means the concentration at half of the fitted maximal effect; on the % scale 0 is the no-effect control and ±100 the full control effect; nearly all actives have a fitted effect of over 55% in size
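Kinetic red-fluorescence monitoring (525/598 nm) tracks WRN helicase activity after 100 nM fluorophore-quencher forked duplex and 2 mM ATP are added to 20 nM enzyme pretreated 15 min at room temperature with compound.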
PLK1 PBD inh: qHTS for Inhibitors of PLK1-PDB (polo-like kinase 1 - polo-box domain): Primary Screen; Plk1 PBD binding of FITC phosphopeptide, fluorescence polarization; 360,000 tested, 2.8% active; AID 720504, 2013; Potency, µM, for the others: max response, negative = inhibition, most hits filed as inhibitors; further: potency means the concentration at half of the fitted maximal effect; series mostly up to about 57 µM; on the % scale 0 is the no-effect control and ±100 the full control effect; nearly all actives have a fitted effect of over 65% in size
Target sequence (P53350 whole entry, looked up, the tested form may be a part): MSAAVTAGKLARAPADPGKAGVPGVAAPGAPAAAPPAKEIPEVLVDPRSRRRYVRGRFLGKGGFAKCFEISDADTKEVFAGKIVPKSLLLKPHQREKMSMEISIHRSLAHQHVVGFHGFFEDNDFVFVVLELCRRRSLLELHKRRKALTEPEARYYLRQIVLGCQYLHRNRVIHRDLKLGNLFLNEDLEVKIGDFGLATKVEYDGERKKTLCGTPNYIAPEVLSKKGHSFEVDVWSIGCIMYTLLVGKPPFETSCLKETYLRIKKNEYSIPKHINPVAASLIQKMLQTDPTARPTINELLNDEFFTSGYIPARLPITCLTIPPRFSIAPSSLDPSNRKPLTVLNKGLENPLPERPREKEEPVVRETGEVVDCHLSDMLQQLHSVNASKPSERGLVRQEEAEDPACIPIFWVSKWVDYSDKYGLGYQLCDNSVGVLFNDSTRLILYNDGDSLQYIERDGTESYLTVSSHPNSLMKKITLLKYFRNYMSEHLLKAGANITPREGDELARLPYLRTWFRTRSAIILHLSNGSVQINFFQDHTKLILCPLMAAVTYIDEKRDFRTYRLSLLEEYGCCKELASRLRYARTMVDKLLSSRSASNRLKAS
GLP1R cytotox: qHTS of GLP-1 Receptor Inverse Agonists: Cytotox Screen; HEK293 cAMP-luciferase reporter cells, luminescence, 24 h; Potency, µM (titrated, usually from 38.3 µM), for the others: at the top dose activity change, negative = inhibition, usual class: inhibitors; 410,000 tested, 0.13% active;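 further: loss of luciferase light is scored as toxicity; potency means the concentration at half of the fitted maximal effect; on the % scale 0 is the no-effect control and ±100 the full control effect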
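Cells in DMEM/10% Nu serum/1% pen-strep, 1536-well format. Pre-incubated 12 h, dosed with 23 nL compound, incubated a further 24 h. Luciferase detection, 12 min at room temp, luminescence.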
* = called active by the depositor; ? = inconclusive; . = not tested or not shown; [ ] = remark or other dose. Unless noted, the call rests on the fitted dose curve; in most records, active means well fitted curve in the direction sought with a large enough effect; inconclusive means small, poorly fitted or top-dose-only effect, or another doubt; inactive means no such curve, though single readings can be large; an effect the other way counts as inactive or inconclusive.

Sequence of screens – DRD3 agonist	GLP-1R agonist	PI5P4K alpha inh	DRD3 antagonist	GLP-1R inv ag	IL-2 act	WRN helicase inh	PLK1 PBD inh	GLP1R cytotox
- CCOc1ccc(Cl)cc1-c1cc(C(=O)NCc2ccccc2)[nH]n1
 : -16.1	19.9%	3.2	-18.7	?	0.5	-8.6%	-6.0%	-8.0%
- O=C(COc1ccc2ccccc2c1)N1CCN(C(=O)c2cccs2)CC1
 : -4.0	-8.0%	-18.5	-1.8	-35.3%	-0.7	-0.7%	-9.2%	-4.7%
- CCOC(=O)C1=C(COc2ccc(C)cc2)NC(=O)NC1c1cc(C)ccc1C (stereo unspecified)
 : 18.0	-9.0%	-1.1	5.6	2.4%	1.8	7.7%	-10.0%	4.4%
- O=C(Nc1ccc2c(c1)OCO2)c1ccc(S(=O)(=O)NCC2CCCO2)cc1 (stereo unspecified)
 : -3.3	5.9%	0.7	-3.0	-1.5%	-5.5	-26.1%	-8.7%	-1.4%
- O=[N+]([O-])/C=C/c1cn(Cc2ccc(F)cc2)c2ccccc12
 : 4.1	-20.6%	.	-10.9	-5.1%	-1.8	?	?	?
- CCOC(=O)C1(CCc2ccccc2)CCN(C(=O)C2=C(C)OCCO2)CC1
 : -2.1	18.6%	-3.6	-6.7	?	-2.5	5.3%	-13.7%	3.3%
- O=C(NC(=S)N1CCN(c2ccc([N+](=O)[O-])cc2)CC1)c1ccccc1F
 : -6.0	0.4%	-6.1	-24.3	-3.9%	-0.3	-11.1%	-4.6%	?
- O=C(O)c1ccc(-n2c(-c3ccc(Br)cc3)n[nH]c2=S)cc1
 : 4.7	-5.2%	-1.4	-88.9*	11.9%	-0.5	-1.3%	-2.5%	-6.9%
- N=C1/C(=C\c2coc3ccc(O)cc3c2=O)C(=O)N=C2SC=CN12
 : 12.4	0.4%	-69.5*	4.4	-4.9%	13.5	56.2µM*	7.9%	-6.7%
- COc1ccc(NC(=O)COC(=O)C23CC4CC(CC(NC(C)=O)(C4)C2)C3)cc1S(=O)(=O)N1CCOCC1
 : -2.9	8.7%	-0.5	-24.6	5.2%	1.6	-18.8%	1.6%	7.8%

New compounds follow:
Sequence of screens – DRD3 agonist	GLP-1R agonist	PI5P4K alpha inh	DRD3 antagonist	GLP-1R inv ag	IL-2 act	WRN helicase inh	PLK1 PBD inh	GLP1R cytotox
- CC1(C(=O)Nc2ccc(Cl)cc2)Cc2c(-c3cccc(C(F)(F)F)c3)ccnc2O1 (stereo unspecified)
 : -0.6	5.5%	3.9	-28.3	?	-0.8	-6.7%	1.6%	-28.3%
- O=C(Nc1ccccc1)O/N=C/c1ccccc1Cl
 : 3.2	-3.3%	.	-14.0	8.1%	2.5	-6.0%	-5.4%	2.1%
- Cc1ccc(/C=C/c2onc(C)c2S(=O)(=O)N2CCC(C(=O)NCC(C)c3ccccc3)CC2)cc1 (stereo unspecified)
 : -7.8	0.5%	.	.	-4.6%	.	.	.	5.8%
- Cc1nc2cc(NC(=O)c3ccc(Cl)cc3)ccc2n1C
 : 3.5	-0.5%	1.8	-4.5	?	0.6	0.4%	-0.8%	-2.8%
- O/N=C(\c1ccccn1)C1CC1c1ccccc1 (stereo unspecified)
 : 8.4	-6.3%	8.3	18.4	4.2%	-2.6	-0.9%	2.6%	-18.8%
- Cc1ccc(C(C(=O)Nc2ccc3c(c2)OCO3)N(C)C(=O)Cc2c[nH]c3ccccc23)cc1 (stereo unspecified)
 : 11.5	4.1%	3.3	-10.2	-86.5%	-5.8	-19.8%	-10.5%	?
- O=C(NC1CCCC1)c1cc(=O)[nH]c2ccccc12
 : 33.3*	-0.3%	-6.6	-14.9	8.2%	1.5	-2.2%	-5.5%	16.2%
- COc1ccc(C(=O)Nc2nnc(SCC(=O)NCC3CCCO3)s2)cc1OC (stereo unspecified)
 : 13.4	-2.3%	-7.2	12.7	0.7%	0.9	-11.1%	2.4%	3.4%
- COc1ccc(-c2csc3ncnc(Nc4ccc(O)cc4)c23)cc1
 : 5.2	-4.7%	-24.8	4.0	14.7%	0.5	-12.2%	-5.8%	1.0%
- Cc1nnc(SCC(=O)NCC2CCCO2)n1Cc1ccccc1 (stereo unspecified)
 : 78.1*	0.3%	0.9	-8.3	0.1%	0.3	-1.8%	-7.2%	-3.0%

Another view of some results above:
N=C1/C(=C\c2coc3ccc(O)cc3c2=O)C(=O)N=C2SC=CN12
  DRD3 agonist: 12.4
  GLP-1R agonist: 0.4%
  PI5P4K alpha inh: -69.5*
  DRD3 antagonist: 4.4
  GLP-1R inv ag: -4.9%
  IL-2 act: 13.5
  WRN helicase inh: 56.2µM*
  PLK1 PBD inh: 7.9%
  GLP1R cytotox: -6.7%
COc1ccc(NC(=O)COC(=O)C23CC4CC(CC(NC(C)=O)(C4)C2)C3)cc1S(=O)(=O)N1CCOCC1
  DRD3 agonist: -2.9
  GLP-1R agonist: 8.7%
  PI5P4K alpha inh: -0.5
  DRD3 antagonist: -24.6
  GLP-1R inv ag: 5.2%
  IL-2 act: 1.6
  WRN helicase inh: -18.8%
  PLK1 PBD inh: 1.6%
  GLP1R cytotox: 7.8%

Later entries:
Sequence of screens – DRD3 agonist	GLP-1R agonist	PI5P4K alpha inh	DRD3 antagonist	GLP-1R inv ag	IL-2 act	WRN helicase inh	PLK1 PBD inh	GLP1R cytotox
- CCOC(=O)c1cc(S(=O)(=O)N(C)Cc2ccccc2)cn1C
 : 8.9	1.4%	0.8	0.5	-11.0%	-3.6	-1.7%	-3.6%	5.8%
- COc1ccc2c(c1)O/C(=C\c1ccccc1C)C2=O
 : 6.0	16.0%	2.6	2.6	-3.2%	-3.2	1.7%	-1.9%	11.8%
- COc1ccc(NC2CCCN(C(=O)c3ccc(CSC)o3)C2)cc1OC (stereo unspecified)
 : -2.9	3.4%	1.9	6.4	10.7%	-0.7	-7.8%	-3.9%	1.3%
- COc1ccc(-n2nc3c(N4CCC(C(=O)NCCc5ccccc5C)CC4)nnc(C)c3c2C)cc1
 : -7.1	1.0%	-0.2	-2.7	8.8%	-4.1	-4.0%	-13.7%	-5.2%
- Cc1ccc(NC(=O)NC2CC(=O)N(c3ccc4c(c3)OCCO4)C2)cc1C (stereo unspecified)
 : -2.0	-7.1%	1.9	10.1	?	-0.6	-6.2%	-12.1%	3.6%
- COC(=O)CCN(Cc1cc(OC)ccc1OC)S(=O)(=O)c1ccccc1Br
 : -0.5	8.1%	1.7	1.2	-24.0%	-0.9	-3.2%	-2.1%	-7.1%
- O=C(Nc1c(C(=O)NCc2ccco2)cnn1-c1ccccc1)c1ccc(F)cc1
 : -5.7	4.6%	-1.7	-23.1	?	0.0	-1.0%	-12.8%	8.9%
- Cc1cc(Cl)c2ccc(Cl)cc2n1
 : 10.1	3.7%	-0.9	-0.7	-14.5%	0.6	11.0%	-10.5%	-14.4%
- COC(OC)c1nc(SCC(=O)Nc2cccc(Cl)c2)ncc1C(=O)O
 : 1.4	-1.9%	-2.7	4.1	14.3%	0.5	4.9%	-0.3%	0.8%
- CC(=O)Nc1cc(C(=O)NCc2ccco2)ccc1Sc1ccc(C)cc1
 : -10.7	1.1%	-3.5	?	-4.7%	-1.6	0.7%	-9.9%	-13.6%

(further entries)
Sequence of screens – DRD3 agonist	GLP-1R agonist	PI5P4K alpha inh	DRD3 antagonist	GLP-1R inv ag	IL-2 act	WRN helicase inh	PLK1 PBD inh	GLP1R cytotox
- Cc1cc(C)n2nc(SC(C)C(=O)NCc3ccco3)nc2n1 (stereo unspecified)
 : 1.1	2.2%	0.2	1.2	7.6%	-0.6	-11.9%	-4.2%	-5.1%
- Nc1ccc(-c2ncc(-c3ccccc3)o2)cc1
 : 7.4	20.2%	21.0	5.6	7.1%	-2.2	-6.8%	-0.4%	13.3%
- O=Nc1c(O)ccc2cc(S(=O)(=O)O)ccc12
 : 7.5	-2.5%	-18.3	13.5	24.9%	-1.4	-6.6%[11.6 µM]	-16.5%	?
- Cc1nn(Cc2ccc(Cl)cc2Cl)c(C)c1NC(=O)CCl
 : 4.5	-6.4%	0.2	7.6	?	-2.4	6.8%	-9.2%	?
- CCOC(=O)C1CCCN(C(=O)c2ccc3c(c2)N(C)C(=O)/C(=C/c2ccccc2Cl)S3)C1 (stereo unspecified)
 : -1.6	14.8%	-2.2	-14.5	?	-3.8	-4.9%	-14.9%	14.7%
- CCOC(=O)COc1cc2c3c(c(=O)oc2cc1C)CCCC3
 : 6.1	1.3%	1.5	24.5	0.6%	-0.1	5.4%	-0.6%	-5.9%
- O=C(/C=C/c1ccc(F)cc1)Nc1cccc(S(=O)(=O)N2CCOCC2)c1
 : 0.5	-3.7%	-1.1	-0.1	-14.9%	-4.0	-23.8%	-1.1%	3.2%
- COc1ccc(S(=O)(=O)N2CCCOC2CNC(=O)C(=O)NCCc2ccco2)cc1OC (stereo unspecified)
 : 2.0	4.5%	-6.1	10.0	32.0%	-0.6	0.1%	0.0%	4.5%
- COc1ccccc1CNC(=O)Nc1nnc([C@H]2C[C@H](O)[C@@H](CO)O2)s1
 : -5.8	-1.1%	?	-13.9	15.9%	-0.3	13.1%[57.1 µM]	-13.1%	6.9%
- COc1ccc(C(=O)CSc2nnc(-c3ccc(S(=O)(=O)N4CCOCC4)cc3)o2)cc1
 : 1.1	-5.3%	-1.6	0.0	31.5%[activator]	-0.1	4.9%	-1.3%	3.9%
- O=C(NNC(=O)c1cc(Cl)ccc1[N+](=O)[O-])c1csc(N2CCOCC2)n1
 : 7.1	3.8%	-2.2	-6.6	13.2%	0.0	-3.4%	4.0%	-12.7%
- CCOc1ccc(C2=NNC(c3cccs3)=Nc3ccc(OC)cc32)cc1OCC
 : 3.3	?	10.7	15.6	29.8%	-0.5	-16.1%	-12.9%	-8.2%
- Cc1cccn2c(/C=N/OCc3cccc(F)c3)c(-c3ccc(Cl)cc3)nc12
 : 2.2	-15.4%	3.9	-19.8	?	0.3	-17.5%	-4.8%	-12.4%
